Yeast superoxide = lowers age-related superoxide in aged yeast cells. S. cerevisiae aged cells, superoxide DHE fluorescence; hits give low values. superoxide response (% of plate mean), % at 10 µM. 330,000 tested, 0.18% active. AID 2690;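 active means superoxide response under a set limit, about three screen SD below normal, cut at about 65% in these data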;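 further: yeast aged for seven days with compound at 30 °C before DHE staining; 100% = average MFI of all compound-treated wells on the plate with controls excluded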
LAP4-GFP MLPCN = alters LAP4-GFP fluorescence in TOR pathway yeast screen | S. cerevisiae LAP4-GFP multiplex, flow cytometry GFP, 3 h; median GFP as percent of DMSO wells | GFP response vs DMSO, % at 10 µM | 320,000 tested, 0.34% active | AID 2023;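 active means GFP response vs DMSO above a set limit, about the screen mean plus 3 SD, cut at about 150% in these data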
RPL19A-GFP yeast = modulators of TOR pathway RPL19A-GFP in S. cerevisiae | S. cerevisiae RPL19A-GFP strain, flow cytometry, 3 h; hits give low values | 330,000 tested, 0.3% active | percent response vs DMSO, % at 10 µM | AID 2025;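 active means percent response vs DMSO below 50%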;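 further: median channel GFP fluorescence of the barcoded RPL19A-GFP strain; ratio of sample median GFP to plate DMSO average so 100% = DMSO; lower means less RPL19A-GFP as with rapamycin TOR inhibition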
proCasp7 act = activates human procaspase-7, counter-screen for procaspase-3 activators; P55210; recombinant procaspase-7, Ac-DEVD-pNA absorbance 405 nm; D23A/D198A/D206A triple mutant, cannot self-cleave; scale: DMSO 0, 5 µM enzyme 100; activation, % at 8.5 µM; 330,000 tested, 0.093% active;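 active means percent activation above the screen-wide mean plus 3 SD, cut at about 25% in these data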
Target sequence (P55210 whole entry D23A/D198A/D206A): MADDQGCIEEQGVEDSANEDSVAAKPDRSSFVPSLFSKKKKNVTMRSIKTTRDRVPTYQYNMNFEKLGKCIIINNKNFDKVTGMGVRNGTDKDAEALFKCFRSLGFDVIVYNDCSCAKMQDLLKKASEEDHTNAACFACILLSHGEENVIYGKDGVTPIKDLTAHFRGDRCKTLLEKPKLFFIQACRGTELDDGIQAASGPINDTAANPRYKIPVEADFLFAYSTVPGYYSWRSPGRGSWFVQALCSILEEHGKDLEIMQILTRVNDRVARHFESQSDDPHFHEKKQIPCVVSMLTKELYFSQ
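Test system: Procaspase-7 triple mutant (PC-7 D3A). Also added: Ac-DEVD-pNA substrate, 400 µM as added. Schedule: 1 h enzyme–compound preincubation and 2 h substrate reaction, both 25 °C. Signal: p-Nitroaniline absorbance at 405 nm, read at 0 and 120 min. Control set: low DMSO alone, high DMSO plus 5 µM PC-7.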
procasp3 activ = activators of human procaspase-3 | P42574 | recombinant procaspase-3 D3A, Ac-DEVD-pNA absorbance 405 nm | activation, % at 8.5 µM | 330,000 tested, 0.11% active | AID 463141;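 active means activation above the mean of all tested compounds plus 3 SD, cut at about 21% in these data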;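 further: 0% = DMSO alone and 100% = DMSO wells spiked with extra 5 µM PC-3 D3A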
Target sequence (P42574 whole entry D9A/D28A/D175A): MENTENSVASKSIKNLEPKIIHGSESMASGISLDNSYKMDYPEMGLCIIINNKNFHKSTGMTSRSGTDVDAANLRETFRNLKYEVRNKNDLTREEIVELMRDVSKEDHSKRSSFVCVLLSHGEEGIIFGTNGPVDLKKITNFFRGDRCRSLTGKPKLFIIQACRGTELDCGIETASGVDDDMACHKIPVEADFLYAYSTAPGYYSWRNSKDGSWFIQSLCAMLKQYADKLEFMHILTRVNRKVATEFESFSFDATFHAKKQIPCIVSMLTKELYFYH
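Technique: 405 nm absorbance of p-nitroaniline, reads at 0 and 120 min; Test system: Procaspase-3 D3A mutant; Incubation: 1 h enzyme-compound preincubation, then 2 h substrate reaction, 25 °C; Repeats: singlicate, each compound tested once; Benchmarks: low control DMSO wells, high control DMSO plus 5 µM PC-3 D3A.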
MEP2 TOR yeast = modulators of TOR pathway MEP2-GFP in S. cerevisiae; S. cerevisiae MEP2-GFP strain, flow cytometry GFP, 3 h; 100% = DMSO control level; GFP response vs DMSO, % at 10 µM; 330,000 tested, 0.51% active;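 active means GFP response versus DMSO above a set limit, roughly screen mean plus 3 SD, cut at about 180% in these data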;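 further: median GFP fluorescence of the barcode-gated MEP2-GFP cells per well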
AHR activator = activators of human aryl hydrocarbon receptor | AHR-responsive luciferase reporter cells, luminescence | P35869 | 320,000 tested, 2.5% active | activation, % at 5 µM; in the data active means activation above about 47%;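 further: 0% = vehicle wells and 100% = reference agonist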
JMJD2C inh = human JMJD2C demethylase inhibition; AID 2099; 330,000 tested, 0.069% active; Q9H3R0; GST-JMJD2C(1-420) H3K9me3 demethylation, DELFIA europium; inhibition, % at 2.35 µM;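 active means more than half of a compound's replicate wells show inhibition beyond 50%, single wells judged on their own value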;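 further: signal counts dimethyl H3K9 product captured on neutravidin plate; 0% = median of DMSO wells and 100% = 0.3 times that DMSO median; strong numbers were not always called active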
Target sequence (Q9H3R0 1-420 limits assumed): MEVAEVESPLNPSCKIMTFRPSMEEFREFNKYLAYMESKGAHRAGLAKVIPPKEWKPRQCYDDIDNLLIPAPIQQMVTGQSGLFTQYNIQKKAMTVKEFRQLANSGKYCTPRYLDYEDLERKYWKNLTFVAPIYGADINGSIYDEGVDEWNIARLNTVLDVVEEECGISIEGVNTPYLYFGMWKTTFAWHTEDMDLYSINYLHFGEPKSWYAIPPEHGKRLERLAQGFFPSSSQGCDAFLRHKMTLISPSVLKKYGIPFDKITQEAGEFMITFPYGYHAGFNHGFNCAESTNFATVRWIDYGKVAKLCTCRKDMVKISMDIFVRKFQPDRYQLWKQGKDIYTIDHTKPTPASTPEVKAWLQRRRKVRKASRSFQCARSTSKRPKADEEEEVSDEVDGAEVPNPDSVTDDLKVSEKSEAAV
Active calls of the source: *; i = inactive; · = no result given. An unsorted share of the library. Share with any hit: about 3.8%.

SMILES | Yeast superoxide | LAP4-GFP MLPCN | RPL19A-GFP yeast | proCasp7 act | procasp3 activ | MEP2 TOR yeast | AHR activator | JMJD2C inh
CNC(=O)c1cc(NC(=O)CCn2nc(-c3ccccc3)c3ccccc3c2=O)ccc1OC | 106 | 101 | 100 | 4 | 9 | 102 | -1 | -2
O=C(C1CCCC1)N1CCCC(Nc2ccccc2)C1 (stereo not drawn) | 115 | 98 | 99 | 9 | 6 | 98 | -3 | 9
CC[C@@]1(C(=O)OC)N[C@H](CN(C)C(=O)Nc2ccc(OC)cc2)[C@@H]2C(=O)N(Cc3ccccc3)C(=O)[C@@H]21 | 95 | 94 | 101 | 14 | 3 | 99 | 0 | 0
Cc1nc2ccccn2c1P(=Nc1ccccc1)(N(C)C)N(C)C | 80 | 85 | 93 | -9 | 0 | 93 | 4 | -10
COc1ccc(Cc2nnc(Cl)c3ccccc23)cc1OC | 102 | · | 91 | 6 | 1 | 98 | 8 | 4
Cc1ccc(NC(=O)C2CC(=O)n3c(nc4ccccc43)N2)cc1C (stereo not drawn) | 95 | 109 | 101 | 5 | -4 | 95 | 2 | -11
CCCNC(=O)c1cccc(S(=O)(=O)N2CC3(C)CC2CC(C)(C)C3)c1 (stereo not drawn) | 101 | 104 | 100 | 7 | 11 | 100 | 0 | 2
O=C(OCC(=O)N1CCc2ccccc21)c1c2c(nc3ccccc13)CCCC2 | 100 | 102 | 106 | 0 | 1 | 107 | 15 | -3
CN(CC(=O)Nc1c(Cl)cccc1Cl)C(=O)CCCN1C(=O)c2ccccc2C1=O | 116 | 92 | 98 | 2 | -1 | 99 | 1 | 3
O=C(CSCCO)Nc1ccc([N+](=O)[O-])cc1 | 108 | 110 | 104 | 10 | -4 | 100 | 1 | 10
CC(=O)Nc1ccc(N2C(=O)CSC2c2cccc(Br)c2)cc1 (stereo not drawn) | 90 | 95 | 105 | -5 | 0 | 117 | 8 | 4
CCC[C@@H]1CCCO[C@@](C(=O)NCc2ccccn2)(C(F)(F)F)C1 | 105 | 106 | 104 | 8 | -4 | 101 | 2 | 9
Cc1ccc(CNC(=O)CCc2nc(-c3cccs3)no2)cc1 | 99 | 105 | 100 | 13 | 5 | 106 | 6 | 8
CC(C)(C)NS(=O)(=O)c1ccc(OCC(=O)NCc2ccco2)cc1 | 87 | 114 | 98 | -2 | 0 | 115 | 2 | 3
Cc1cccc(/C=N/NC(=O)c2cc3c(s2)-c2ccccc2CC3)c1 | 115 | 105 | 101 | -14 | -1 | 105 | 12 | -6
Cc1ccc(Nc2nc(C(=O)N3CCC(C(=O)NCCN4CCOCC4)CC3)cs2)cc1 | 89 | 78 | 97 | -3 | 1 | 94 | 2 | -6
Cc1ccc(/C=N/N2CCN(c3ccccn3)CC2)cc1 | 108 | 98 | 94 | -5 | 1 | 98 | -3 | -33
NC(N)=N/N=C/c1ccc(Cl)c(Cl)c1 | 90 | 109 | 104 | 11 | 9 | 99 | 3 | 2
COc1ccc(CCNC(=O)COC(=O)c2ccc(C)s2)cc1 | 87 | 106 | 105 | 1 | -1 | 104 | -1 | -8
CC1CCCCC1NC(=O)COC(=O)c1ccc2ncsc2c1 (stereo not drawn) | 102 | 101 | 100 | 0 | -4 | 104 | 0 | ·
Cc1ccc(Cn2c(SCCN3CCCCC3)nc3c2c(=O)n(C)c(=O)n3C)cc1 | 93 | 95 | 95 | 11 | -7 | 96 | 2 | 5
Cc1ccc(NCc2nnc(SCC(N)=O)n2CC2CCCO2)c(C)c1 (stereo not drawn) | 112 | 95 | 95 | 5 | -11 | 101 | 6 | -3
O=c1nc2ccccc2c(NS(=O)(=O)c2ccccc2)n1-c1ccccc1 | 93 | 102 | 101 | 5 | 0 | 107 | 7 | 8
O=C(NN=C1CCCCC1)Nc1ccccc1Cl | 102 | 123 | 94 | -1 | -2 | 92 | 9 | 4
CC12CN(C(=O)c3ccc(Cl)cc3)C3(C#N)CC1CCC23C (stereo not drawn) | 97 | 120 | 104 | -11 | -8 | 104 | 0 | 0
COc1ccc(OCc2cccc(C(=O)Nc3ccc(CN4CCCCC4)cc3)c2)cc1 | 116 | 91 | 106 | 4 | -6 | 103 | -10 | 1
COc1ccc(-c2nc(C#N)c(N3CCN(C(=O)c4ccco4)CC3)o2)cc1OC | 82 | 104 | 96 | -4 | -1 | 102 | 6 | 4
O=C(CSc1nnnn1-c1cccc(C(=O)O)c1)NC(c1ccccc1)c1ccccc1 | 105 | 101 | 95 | -1 | 5 | 102 | 1 | -23
COc1ccc(NC(=O)c2ccccc2NS(C)(=O)=O)cc1OC | 117 | 105 | 99 | 4 | -7 | 119 | 16 | 8
O=C(NCC1CCCO1)c1nc2c(nnn2Cc2ccccc2Cl)c(=O)[nH]1 (stereo not drawn) | 92 | 100 | 106 | -3 | -1 | 107 | -1 | 8
COc1ccc(CCC(=O)N(C)CC(=O)Nc2ccc(Cl)c(C(F)(F)F)c2)cc1 | 97 | 94 | 107 | 5 | 0 | 100 | 3 | -37
O=C(CNC(=O)c1ccccc1F)Nc1ccncc1 | 92 | 124 | 108 | 2 | 3 | 102 | 0 | 2
O=C(c1ccco1)N(Cc1ccccc1)Cc1ccccn1 | 97 | 103 | 96 | 0 | 3 | 66 | -1 | -1
COc1ccc(C(=O)NNC(=O)c2ccc3ccccc3c2O)cc1 | 84 | 83 | 108 | -4 | 6 | 107 | 3 | 4
O=C(O)CCC(=O)N1N=C(c2cccs2)CC1c1cccc([N+](=O)[O-])c1 (stereo not drawn) | 95 | 93 | 103 | 10 | -1 | 103 | 6 | 3
Cc1cc(NC(=O)CSc2nc(C)c(C)n2CC(C)C)no1 | 110 | 92 | 97 | -6 | -3 | 93 | -1 | -3

Entries shown so far that contain a cyano group (two):
SMILES | Yeast superoxide | LAP4-GFP MLPCN | RPL19A-GFP yeast | proCasp7 act | procasp3 activ | MEP2 TOR yeast | AHR activator | JMJD2C inh
CC12CN(C(=O)c3ccc(Cl)cc3)C3(C#N)CC1CCC23C (stereo not drawn) | 97 | 120 | 104 | -11 | -8 | 104 | 0 | 0
COc1ccc(-c2nc(C#N)c(N3CCN(C(=O)c4ccco4)CC3)o2)cc1OC | 82 | 104 | 96 | -4 | -1 | 102 | 6 | 4

Further compounds:
SMILES | Yeast superoxide | LAP4-GFP MLPCN | RPL19A-GFP yeast | proCasp7 act | procasp3 activ | MEP2 TOR yeast | AHR activator | JMJD2C inh
O=C(O)c1ccc(NS(=O)(=O)c2cc(Cl)ccc2Cl)cc1O | 97 | 100 | 99 | 5 | -2 | 114 | 3 | -2
CCCNC(=O)CC(NS(=O)(=O)c1ccc(OC)cc1)c1ccco1 (stereo not drawn) | 95 | 105 | 99 | 3 | 1 | 100 | 1 | -15
Cc1ccc(S(=O)(=O)c2nc(S(C)(=O)=O)sc2N2CCCCCC2)cc1 | 99 | 104 | 106 | -7 | -1 | 108 | -1 | -8
COc1ccccc1CNC(=O)c1cc(-c2ccccc2)nn1CC1CC(c2cccnc2)=NO1 (stereo not drawn) | 97 | 119 | 101 | -5 | 5 | 93 | 2 | 57*
Cn1ncc(C#N)c1/N=C/N1CCCCC1 | 106 | 91 | 97 | -2 | 9 | 99 | -1 | 6
Cc1ccc(CNC(=O)/C=C/C(=O)O)cc1 | 128 | 95 | 94 | -1 | 0 | 93 | 1 | -10
COCCNC(=S)N(Cc1cc2cc(C)ccc2n2nnnc12)C1CCCC1 | 92 | 117 | 97 | 7 | 10 | 107 | 3 | 2
O=C(O)c1cccc(S(=O)(=O)N2CCN(Cc3ccc4c(c3)OCO4)CC2)c1 | 101 | 101 | 102 | 0 | 3 | 111 | 2 | i
CC(=O)N(Cc1ccco1)C1(C(=O)NC2CCCC2)CCCCC1 | 85 | 104 | 97 | 8 | -7 | 98 | 11 | -9
COc1cc(/C=C2\N=C(c3ccccc3)OC2=O)ccc1OC(C)=O | 99 | 93 | 108 | -2 | 0 | 99 | 2 | -19
CC(=O)SC1CC2=CC(=O)CCC2(C)C2CCC3(C)C(CCC34CCC(=O)O4)C12 (stereo not drawn) | 95 | 110 | 105 | -1 | 11 | 101 | -1 | -4
CCCN(CC1CC1)C(=O)COC(=O)c1ccc(C)cc1O | 100 | 100 | 95 | 8 | 6 | 100 | 2 | 15
COc1ccc(S(=O)(=O)N2CCCC(C(=O)N3CCN(c4ccccc4)CC3)C2)cc1Cl (stereo not drawn) | 106 | 110 | 100 | 5 | 5 | 106 | -3 | 1
O=C(Cn1nnc(-c2ccncc2)n1)N(C1CCCCC1)C1CCCCC1 | 101 | 95 | 95 | 0 | -2 | 94 | 3 | ·
CCC1CCCCN1CC(C)(C)NS(=O)(=O)c1ccccc1 (stereo not drawn) | 74 | 107 | 103 | 6 | -4 | 103 | -2 | 10
CC1CCC(C(C)C)C(=O)/C1=C\c1ccc(NC(=O)CCC(=O)O)cc1 (stereo not drawn) | 106 | 96 | 107 | 3 | 10 | 101 | -2 | 1
Cn1c(C(=O)NC2CCCCCC2)cc2c(=O)n(C)c3ccccc3c21 | 109 | 98 | 99 | 1 | 1 | 109 | 51* | 10
Cc1cc(C)n(CCCN2C(=O)c3cccc4cccc(c34)C2=O)n1 | 104 | 88 | 95 | -1 | 15 | 100 | 3 | 7
Cc1ccc(C(C(=O)NC2CCCC2)N(Cc2ccc3c(c2)OCO3)C(=O)c2snc(C(N)=O)c2N)cc1 (stereo not drawn) | 90 | 96 | 93 | 5 | -3 | 96 | 3 | 18
O=C(NCc1ccc2c(c1)OCO2)C1CCC(=O)N1C1CCCCC1 (stereo not drawn) | 82 | 106 | 99 | 9 | 0 | 98 | 0 | -16
O=C(Nc1ncccn1)c1ccc(Cl)c([N+](=O)[O-])c1 | 115 | 82 | 101 | -7 | -1 | 113 | 1 | -10
CC(C)N(C=O)C1(C(=O)NC2CCCCC2)CCCCC1 | 101 | 93 | 98 | -4 | -6 | 93 | -1 | 11
O=C(CNC(=S)N(Cc1ccccc1F)C1CCCCC1)NC1CC1 | 86 | 100 | · | 11 | 4 | 100 | -5 | -8
COc1ccccc1CC(NC(C)=O)C(=O)NC1CCN(C(=O)c2ccc(C)cc2)CC1 (stereo not drawn) | 105 | 97 | 100 | -4 | -2 | 106 | 0 | -2

Two of these compounds, set out differently.
mol,Yeast superoxide,LAP4-GFP MLPCN,RPL19A-GFP yeast,proCasp7 act,procasp3 activ,MEP2 TOR yeast,AHR activator,JMJD2C inh
Cc1ccc(C(C(=O)NC2CCCC2)N(Cc2ccc3c(c2)OCO3)C(=O)c2snc(C(N)=O)c2N)cc1 (stereo not drawn),90,96,93,5,-3,96,3,18
O=C(Cn1nnc(-c2ccncc2)n1)N(C1CCCCC1)C1CCCCC1,101,95,95,0,-2,94,3,·

Continuation.
SMILES | Yeast superoxide | LAP4-GFP MLPCN | RPL19A-GFP yeast | proCasp7 act | procasp3 activ | MEP2 TOR yeast | AHR activator | JMJD2C inh
O=C(NCc1ccc(Cl)cc1)c1ccc(-n2cccn2)nc1 | 91 | 102 | 94 | 7 | -1 | 104 | -2 | -6
O=C(CSCc1ccccc1Cl)NNC(=S)Nc1ccccc1 | 95 | 100 | 94 | -14 | -5 | 94 | 0 | -1
CC(C)CCN1C(=O)c2ccc(-c3nc4ccccc4c(=O)o3)cc2C1=O | 100 | 90 | 96 | 2 | 6 | 103 | 0 | -7
O=C1NC(=S)S/C1=C\c1coc2ccccc2c1=O | 130 | 100 | 98 | -19 | -2 | 109 | 3 | -8

Screening data deposited in PubChem BioAssay by several laboratories.
